# FBW7 act = activators of human E3 ligase FBW7; AlphaScreen FBW7–phospho-cyclin E peptide binding, activator screen; normalized activity (activation), % at 26.1 µM; actives 0.13% (n = 650,000); Q969H0; in the data active means normalized activity above about 1.9%;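 further: purified mutant Fbw7 with reduced substrate affinity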
# Target sequence (Q969H0 whole entry, looked up): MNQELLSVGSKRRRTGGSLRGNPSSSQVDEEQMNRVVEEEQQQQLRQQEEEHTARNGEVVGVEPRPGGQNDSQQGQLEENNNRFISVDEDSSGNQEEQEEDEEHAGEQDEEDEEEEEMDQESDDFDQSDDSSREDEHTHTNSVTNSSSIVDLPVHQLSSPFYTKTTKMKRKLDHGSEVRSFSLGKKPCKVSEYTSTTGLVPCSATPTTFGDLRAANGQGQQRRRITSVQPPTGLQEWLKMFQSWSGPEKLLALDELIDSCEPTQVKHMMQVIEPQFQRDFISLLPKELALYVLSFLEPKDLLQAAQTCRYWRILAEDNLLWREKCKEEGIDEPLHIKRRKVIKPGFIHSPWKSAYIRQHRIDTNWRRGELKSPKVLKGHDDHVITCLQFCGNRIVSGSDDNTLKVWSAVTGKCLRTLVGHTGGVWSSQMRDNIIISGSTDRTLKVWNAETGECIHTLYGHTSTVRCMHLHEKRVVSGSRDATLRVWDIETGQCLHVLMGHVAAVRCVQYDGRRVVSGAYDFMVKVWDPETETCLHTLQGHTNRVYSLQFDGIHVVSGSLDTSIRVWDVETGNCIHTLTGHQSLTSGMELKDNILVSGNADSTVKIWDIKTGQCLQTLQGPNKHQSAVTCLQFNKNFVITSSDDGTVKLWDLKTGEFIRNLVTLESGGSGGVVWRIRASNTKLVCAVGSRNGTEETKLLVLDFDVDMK
# GPR151 activ = activates the human receptor GPR151 | Q8TDV0 | PathHunter beta-arrestin GPR151 cells, luminescence | activation, % at 11.2 µM | actives 1% (n = 650,000) | AID 1508602; in the data active means activation above about 4.9%;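 further: 0% = median of compound wells and 100% = cells with positive control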
# TEAD-YAP block = TEAD-YAP interaction inhibition; HEK-TIYL cells, TEAD-Gal4/YAP UAS-luciferase luminescence; inhibition, % at 9.12 µM; actives 1.4% (n = 640,000); in the data active means inhibition above about 32%;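 further: 0% = median of test compound wells and 100% = reference inhibitor wells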
# MITF inh = inhibitors of human MITF | O75030 | AlphaScreen MITF homodimerization, bead proximity signal | inhibition, % at 2.6 µM | actives 0.91% (n = 650,000); in the data active means inhibition above about 50%;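 further: 0% = vehicle wells with protein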
# Active calls of the source: *.
# Sample of the layout, 15 compounds:
1	CC1Cc2ccccc2N1C(=O)CSc1nc2nc(N)[nH]c(=O)c2[nH]1 (stereo not given)
2	COc1cc(COC(C)=O)ccc1OCc1ccccc1
3	CCOC(=O)c1c(NC(=O)c2ccc(S(=O)(=O)N3CCCCC3C)cc2)sc2c1CCN(C(C)C)C2 (stereo not given)
4	CN(C)S(=O)(=O)c1ccc(C(=O)NCc2n[nH]c(=S)n2-c2ccc(Br)cc2)cc1
5	COc1ccc(C(C(=O)NN(C)c2ccccc2)(c2ccccc2)c2ccccc2)cc1
6	CC(C)c1ccc(NC(=O)c2ccccc2CCc2ccccc2)cc1
7	COC(=O)C1=CN(C(C)C)C=C(C(=O)OC)C1c1cccc(OC)c1OC
assay / entry	1	2	3	4	5	6	7
GPR151 activ	1.0	-0.2	-0.9	2.1	-0.4	1.0	0.4
MITF inh	5	12	1	-4	4	9	-2
TEAD-YAP block	3	-10	-18	4	14	-13	11
FBW7 act	1.4	0.2	0.3	0.0	-0.2	0.0	0.4

8	O=C1CC2(CCCC2)CC(=O)N1C1CC1
9	O=C(Cn1cnc2sc3c(c2c1=O)CCCC3)NCC(=O)N1CCN(c2ccccn2)CC1
10	COc1ccc(NC(=O)CN2C(=O)CCSc3ccccc32)cc1OC
11	Cn1c(=O)[nH]c(=O)c2c1nc(N)n2CC(O)CO (stereo not given)
12	COc1cccc(CN2CCN(c3ccccn3)CC2)c1OC
13	COC(=O)[C@@H](NC(=O)/C=C/c1ccc(OC)cc1)C(C)C
14	COc1ccc(-c2nc3cc(NC(=O)c4oc(=O)c5ccccc5c4-c4ccc(C)cc4)ccc3o2)cc1Br
assay / entry	8	9	10	11	12	13	14
GPR151 activ	-1.1	-0.9	-0.2	1.8	-1.2	0.8	2.0
MITF inh	-9	5	16	3	41	-4	13
TEAD-YAP block	-2	0	19	3	-2	-6	-16
FBW7 act	0.0	0.6	0.1	0.1	0.1	0.2	0.3

15	COc1cccc(NC(=O)CN(c2cccc(C)c2C)S(=O)(=O)c2ccccc2)c1
assay / entry	15
GPR151 activ	-0.2
MITF inh	-7
TEAD-YAP block	-14
FBW7 act	0.0

# Main list, from the start:
1	CC1Cc2ccccc2N1C(=O)CSc1nc2nc(N)[nH]c(=O)c2[nH]1 (stereo not given)
2	COc1cc(COC(C)=O)ccc1OCc1ccccc1
3	CCOC(=O)c1c(NC(=O)c2ccc(S(=O)(=O)N3CCCCC3C)cc2)sc2c1CCN(C(C)C)C2 (stereo not given)
4	CN(C)S(=O)(=O)c1ccc(C(=O)NCc2n[nH]c(=S)n2-c2ccc(Br)cc2)cc1
5	COc1ccc(C(C(=O)NN(C)c2ccccc2)(c2ccccc2)c2ccccc2)cc1
assay / entry	1	2	3	4	5
GPR151 activ	1.0	-0.2	-0.9	2.1	-0.4
MITF inh	5	12	1	-4	4
TEAD-YAP block	3	-10	-18	4	14
FBW7 act	1.4	0.2	0.3	0.0	-0.2

6	CC(C)c1ccc(NC(=O)c2ccccc2CCc2ccccc2)cc1
7	COC(=O)C1=CN(C(C)C)C=C(C(=O)OC)C1c1cccc(OC)c1OC
8	O=C1CC2(CCCC2)CC(=O)N1C1CC1
9	O=C(Cn1cnc2sc3c(c2c1=O)CCCC3)NCC(=O)N1CCN(c2ccccn2)CC1
10	COc1ccc(NC(=O)CN2C(=O)CCSc3ccccc32)cc1OC
assay / entry	6	7	8	9	10
GPR151 activ	1.0	0.4	-1.1	-0.9	-0.2
MITF inh	9	-2	-9	5	16
TEAD-YAP block	-13	11	-2	0	19
FBW7 act	0.0	0.4	0.0	0.6	0.1

11	Cn1c(=O)[nH]c(=O)c2c1nc(N)n2CC(O)CO (stereo not given)
12	COc1cccc(CN2CCN(c3ccccn3)CC2)c1OC
13	COC(=O)[C@@H](NC(=O)/C=C/c1ccc(OC)cc1)C(C)C
14	COc1ccc(-c2nc3cc(NC(=O)c4oc(=O)c5ccccc5c4-c4ccc(C)cc4)ccc3o2)cc1Br
15	COc1cccc(NC(=O)CN(c2cccc(C)c2C)S(=O)(=O)c2ccccc2)c1
assay / entry	11	12	13	14	15
GPR151 activ	1.8	-1.2	0.8	2.0	-0.2
MITF inh	3	41	-4	13	-7
TEAD-YAP block	3	-2	-6	-16	-14
FBW7 act	0.1	0.1	0.2	0.3	0.0

16	Cc1ccc(-n2nc3c(c2NC(=O)c2ccc(OC(C)C)cc2)CSC3)c(C)c1
17	CNC(=O)c1cc(F)ccc1Nc1cc(Nc2ccc(N3CCOCC3)cc2OC)ncc1C(F)(F)F
18	O=C1CC(NC(=O)N2CCCc3ccccc32)CN1c1cccc(F)c1 (stereo not given)
19	Cc1ccc(N/N=C/c2ccc(C#N)cc2)cc1
20	CCN(C(=O)CN(C)C1CCCCC1)c1c(N)n(Cc2ccccc2)c(=O)[nH]c1=O
assay / entry	16	17	18	19	20
GPR151 activ	1.4	1.9	1.0	-1.5	2.5
MITF inh	-2	1	-3	11	-9
TEAD-YAP block	4	30	0	-3	9
FBW7 act	0.1	-0.1	0.1	0.1	0.3

21	COc1ccc(CCn2c(SCc3cc(=O)n4ccccc4n3)nc3ccsc3c2=O)cc1OC
22	CC(=O)c1cccc(-c2cc(C(=O)NCCCN3CCCC3=O)ccn2)c1
23	O=C(NC(=S)Nc1ccccc1)c1ccccc1F
24	COc1ccc(CN2CC(=O)N(c3ccccc3OC)C2=S)cc1OC
25	O=C(CCn1c(=S)[nH]c2ccccc2c1=O)N1CCN(C2CCCCC2)CC1
assay / entry	21	22	23	24	25
GPR151 activ	1.1	2.0	0.4	-1.1	0.0
MITF inh	5	4	6	-1	2
TEAD-YAP block	3	1	-78	-2	-6
FBW7 act	0.2	-0.2	0.1	-0.1	0.0

26	O=C(Nc1ccc(Cl)c(Cl)c1)c1cc2n(n1)C(C(F)(F)F)CC(c1ccc(F)cc1)N2 (stereo not given)
27	O=C(C1CC12CCN(C1CCSC1)CC2)N1CCN(Cc2cccs2)CC1 (stereo not given)
28	CCOc1ccc(S(=O)(=O)N(CC(=O)NCc2ccccc2C)c2ccccc2)cc1
29	CC(C)n1c(N2CCc3ccccc3C2)nc2c(NC3CCN(Cc4ccccc4)CC3)ncnc21
30	COC(=O)c1sc2nc(N)c(C#N)c(-c3ccc(OC)c(OC)c3)c2c1N
assay / entry	26	27	28	29	30
GPR151 activ	0.3	-0.2	1.5	1.5	0.1
MITF inh	-1	9	-4	11	21
TEAD-YAP block	-7	4	-3	2	1
FBW7 act	-0.1	0.0	-0.2	0.0	0.2

31	CC1CN(Cc2c(C(=O)N3CCN(C4CCCCC4)CC3)nc3ccccn23)CCN1C (stereo not given)
32	CCC(=O)NC(=S)Nc1cccc(C(=O)O)c1
33	Cc1ccnc(SCc2cc(=O)c(OC(=O)c3ccc(F)cc3)co2)n1
34	Cn1nccc1Nc1cc(C(=O)NC2CC2)c2ccccc2n1
35	O=C(Cn1cnc2c(nnn2-c2cccc(Cl)c2)c1=O)N1CCCCCC1
assay / entry	31	32	33	34	35
GPR151 activ	0.3	2.3	-1.2	-1.5	-0.4
MITF inh	5	8	0	18	1
TEAD-YAP block	2	2	-1	4	2
FBW7 act	-0.1	-0.1	0.0	0.3	-0.3

36	Nn1c(SCC(=O)Nc2cccc([N+](=O)[O-])c2)nnc1-c1cccnc1
37	C(=C\c1ccccc1)/Sc1ccc2ccccc2n1
38	COc1ccc(NC(=O)c2cc(-c3ccccc3)nc3ccc(C)cc23)cc1
39	CC(C)C(=O)NC(NCc1ccccc1)C(Cl)(Cl)Cl (stereo not given)
40	COc1ccc(CC(=O)OCc2csc(-c3ccccc3)n2)cc1OC
assay / entry	36	37	38	39	40
GPR151 activ	-0.1	-2.3	-0.1	0.0	0.6
MITF inh	4	20	15	-1	-5
TEAD-YAP block	6	-44	9	-5	-13
FBW7 act	0.0	1.0	0.2	0.4	0.1

41	COC(CN1C(=O)C2C(C(=O)Nc3ccc(Cl)c(Cl)c3)C3(C)C=CC2(O3)C1C(=O)NC1CCCCC1)OC (stereo not given)
42	CCOC(=O)N1CCC(Nc2c(N3CCN(c4ccc(C)cc4)C(C)C3)c(=O)c2=O)CC1 (stereo not given)
43	CCCCCCOc1ccc(/C(C)=N/NC2=NCCN2)cc1[N+](=O)[O-]
44	CCC1(CCC(=O)NC(C)c2cccs2)CCC(=O)N1 (stereo not given)
45	CCC(C)N(C(=O)COC(=O)c1ccc2c(c1)OCO2)C1CCS(=O)(=O)C1 (stereo not given)
assay / entry	41	42	43	44	45
GPR151 activ	-0.7	2.5	-0.2	0.1	0.2
MITF inh	-2	2	0	-16	-2
TEAD-YAP block	-1	6	-59	-3	1
FBW7 act	0.8	-0.1	-0.3	0.1	0.0

46	Cc1ccc(N(CC(=O)Nc2ccc(S(=O)(=O)N3CCCCC3)cc2)S(=O)(=O)c2ccc(F)cc2)cc1
47	NC(=O)CSc1nc(O)cc(=O)n1-c1ccccc1
48	C=CCN1C(=O)/C(=C/c2ccc(OCC(=O)OCC)cc2)C(=O)NC1=S
49	CCn1ncc(C(=O)N2CCC(c3c(S(C)(=O)=O)cnc4ncnn34)CC2)c1C
50	N#Cc1c(NC(=O)c2cnn3cccnc23)sc2c1CCCC2
assay / entry	46	47	48	49	50
GPR151 activ	2.8	0.4	-1.8	0.1	-1.7
MITF inh	2	-6	12	-2	-9
TEAD-YAP block	-9	-2	10	-1	-16
FBW7 act	-0.2	-0.1	0.4	-0.1	-0.2

51	NC(=O)C1CCCCN1C(=S)NC1CCCCC1 (stereo not given)
52	CC(C)NC(=O)CN(C)S(=O)(=O)c1ccccc1
53	O=C1CC(N2CCCCC2)C(=O)N1c1ccc(F)cc1 (stereo not given)
54	CN(C)S(=O)(=O)c1ccc(Cl)c(C(=O)OCC(=O)c2c[nH]c3ccccc23)c1
55	Cc1ccc2sc(NNC(=O)c3ccccc3)nc2c1C
assay / entry	51	52	53	54	55
GPR151 activ	0.2	-0.5	2.1	2.8	0.8
MITF inh	7	-6	-3	4	-2
TEAD-YAP block	-7	3	-1	1	-4
FBW7 act	0.0	-0.2	-0.1	0.1	-0.3

56	Cc1ccc2nc3ccc(N4CCCC4)nn3c(=O)c2c1
57	Nc1c(-c2nc(-c3ccccc3F)no2)nnn1-c1ccc(Br)cc1
58	COc1ccc(CNC(=O)c2c(-c3ccccc3)nc3ccccn23)cc1OC
59	Cc1onc(-c2ccccc2)c1CNS(=O)(=O)c1ccc(-n2cccn2)cc1
60	COc1ccc(N2C(=O)/C(=C/C3C(=O)N(c4ccccc4)N=C3C)C(=O)NC2=S)cc1 (stereo not given)
assay / entry	56	57	58	59	60
GPR151 activ	0.1	-1.4	0.8	0.3	-0.3
MITF inh	1	10	10	39	16
TEAD-YAP block	-60	0	-17	4	-3
FBW7 act	0.0	0.0	1.0	-0.4	1.0

61	CCN(CC)CCN1C(=O)C2(SC(NC(C)=O)=NN2C(C)=O)c2cc(C)ccc21 (stereo not given)
62	Cc1ccc(/C=N/Nc2nc3c(c(=O)[nH]c(=O)n3C)n2CC(O)COC(C)C)cc1 (stereo not given)
63	O=C(CS(=O)(=O)c1ccccc1)Nc1cccnc1
64	O=C(NC1CC1)C1CCN(C2CCN(Cc3cnc(N4CCCC4)s3)CC2)CC1
65	COc1ccc(S(=O)(=O)N(CC(=O)N2CCCCCC2)c2ccc(C)cc2)cc1
assay / entry	61	62	63	64	65
GPR151 activ	-0.4	0.0	0.2	2.4	0.5
MITF inh	2	8	3	-3	-9
TEAD-YAP block	-2	6	-3	3	0
FBW7 act	0.1	0.0	0.1	0.0	-0.1

66	CC(=O)Nc1cc2c(cc1C(=O)c1ccc(Br)cc1)OCCO2
67	NS(=O)(=O)c1ccc(NC(=S)NCc2ccccn2)cc1
68	COc1ccc(OCCSc2nc3ccccc3n2CCO)cc1
69	CCCC(C)NC(=O)c1sc2nc(C)nc(N3CCOCC3)c2c1C (stereo not given)
70	CC(C)CNC(=O)CSCc1ccccc1Cl
assay / entry	66	67	68	69	70
GPR151 activ	0.1	-0.2	-0.1	1.0	2.0
MITF inh	-2	-3	17	8	33
TEAD-YAP block	-5	8	-1	-3	0
FBW7 act	-0.2	0.0	0.0	0.3	0.6

71	N#CCC(=O)N/N=C/c1cc2c(cc1Br)OCO2
72	Cc1nc(-c2cncc(-c3ccccc3)c2)cc(N2CCCCC2)n1
73	Cc1cc(NC(=O)c2cc(S(=O)(=O)N3CCCCC3)ccc2C)no1
74	COc1ccc(C)cc1NC(=O)Cc1c(C(=O)O)n(C)c2ccccc12
75	Cc1ccc2c(c1)CC(C(=O)Nc1cc(F)c(-c3cn[nH]c3)cc1OCCN(C)C)CO2 (stereo not given)
76	Cc1cccc(C(=O)N2CCOCC2)c1
77	CC(C)NC(=O)C(=O)N/N=C/c1cc2c(cc1Br)OCO2
78	CCN(CC)C(=O)CSc1nc2ccccc2c(=O)n1Cc1ccc2c(c1)OCO2
assay / entry	71	72	73	74	75	76	77	78
GPR151 activ	0.7	2.3	1.4	0.7	-0.8	-0.8	0.0	-1.1
MITF inh	9	4	3	18	15	-14	4	13
TEAD-YAP block	-1	-21	3	5	0	-11	7	8
FBW7 act	-0.1	0.0	0.0	0.0	0.1	0.6	0.0	-0.1

# High-throughput results deposited in PubChem BioAssay by The Scripps Research Institute Molecular Screening Center.

# No enrichment for hits; overall some 3.4% were active at least once.
